Peg3 prom inh – inhibitors of Peg3 promoter. HeLa PEG-Prom luciferase reporter, luminescence, overnight. inhibition, % at 20 µM. 360,000 tested, 1.7% active. AID 588405;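 active = inhibition of at least 50% at 20 µM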
TRAIL sens C8 – caspase-8 TRAIL sensitization; AID 624354; inhibition (viability loss, TRAIL sensitization), % at 10 µM; 360,000 tested, 1% active; NB7+C8 cells + TRAIL, ATPlite viability luminescence;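 active = compounds causing at least 50% loss of cell viability in the single-dose screen, relative to plate controls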
NR2E3 ag-1 – agonists of human nuclear receptor NR2E3; 320,000 tested, 0.12% active; inhibition of corepressor binding, % at 4.78 µM; GST-NR2E3/biotin-RetCOR TR-FRET, 1536-well; AID 2300; Q9Y5X4;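 active = percent inhibition above the cutoff of mean plus 3 SD of all tested compounds, set per screening campaign, cut at about 20% in these data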;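 note: 0% = DMSO wells and 100% = biotin wells as full block of FRET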
Target sequence (Q9Y5X4 whole entry, looked up): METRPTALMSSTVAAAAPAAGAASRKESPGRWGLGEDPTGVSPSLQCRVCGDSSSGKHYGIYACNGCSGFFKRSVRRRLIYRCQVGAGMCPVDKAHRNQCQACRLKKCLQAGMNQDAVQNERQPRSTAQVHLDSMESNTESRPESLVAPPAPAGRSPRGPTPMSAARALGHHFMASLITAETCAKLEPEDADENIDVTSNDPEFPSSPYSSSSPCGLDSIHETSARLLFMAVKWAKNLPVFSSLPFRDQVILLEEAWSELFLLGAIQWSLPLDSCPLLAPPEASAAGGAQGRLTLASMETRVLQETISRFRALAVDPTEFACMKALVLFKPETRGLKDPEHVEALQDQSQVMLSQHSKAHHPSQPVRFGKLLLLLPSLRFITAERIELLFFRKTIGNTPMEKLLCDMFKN
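Format: 1536-well format; test system: GST-NR2E3 and biotin-RetCOR proteins; read-out basis: percent inhibition of TR-FRET ratio; timing: 5 h incubation at 4 °C; detection: time-resolved FRET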
HIF-2a inh – blocks HIF-2a reporter activity. 786-0 RCC cells HIF-2a reporter, luciferase luminescence, overnight. inhibition, % at 18.8 µM. 360,000 tested, 0.72% active. AID 624352;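 active = inhibition of the luminescence signal of 40% or more relative to plate controls, in a single-dose primary screen at 18.75 µM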
NR2E3 ag-2 – activates human NR2E3 receptor | Q9Y5X4 | CHO-S Gal4-NCOR/VP16-NR2E3 two-hybrid, luciferase | 360,000 tested, 0.35% active | inhibition of corepressor binding, % at 3.98 µM | AID 602229;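 active = inhibition above the mean of all tested compounds plus 3 SD, cut at about 70% in these data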;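 note: 0% = DMSO with NR2E3 transfected cells and 100% = cells lacking NR2E3 construct; higher means lower luciferase signal from less NR2E3 corepressor binding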
MITF TRPM1 inh – MITF TRPM1 promoter inhibition in SK-MEL-5 cells; inhibition, % at 12.5 µM; SK-MEL-5 TRPM1 promoter luciferase, 24 h; 330,000 tested, 0.83% active;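 active = mean inhibition across replicates of 60% or more, whatever share of single replicates reaches that level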; note: values of inactives mirror those of a sister screen read the other way
TROY NFkB inh – TROY signaling inhibition; Q293 LMP1-TROYcd NF-kB luciferase reporter, 4 h; inhibition, % at 10 µM; 360,000 tested, 0.98% active; AID 1347056;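 active = compounds whose plate-normalised and pattern-corrected inhibition of the luciferase reporter signal at the single screening dose is 50% or more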
CF NFkB block – cystic fibrosis NF-kB activation inhibition; KKLEB NF-kB-GFP reporter, PAF-induced, GFP fluorescence overnight; AID 588850; 360,000 tested, 0.86% active; inhibition, % at 5 µM;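 active = at least 50% inhibition at 5 µM, scaled per plate between neutral and stimulator controls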;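 note: PAF is a Pseudomonas aeruginosa culture filtrate used as stimulus; plate controls were PAF-stimulated DMSO wells for no effect and unstimulated DMSO wells for full effect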
Shn3 3UTR inh – reduces Shn3 3'UTR luciferase signal in osteoblasts; Clone20 osteoblast Shn3 3'UTR firefly luciferase, 24 h; AID 588674; inhibition, % at 12.5 µM; 360,000 tested, 0.52% active;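 active = mean inhibition of at least 75% with every replicate also reaching 75%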;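 note: 0% = median of neutral control wells and 100% = pilot-screen positive control compound; some compounds past the cut are filed as inactive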
TWEAK-Fn14 inh – inhibitors of TWEAK-Fn14 interaction signaling | inhibition, % at 10 µM | TWEAK-stimulated Fn14 reporter cells, luciferase luminescence, 8 h | 360,000 tested, 2% active; in the data active = inhibition above about 50%
KKLEB cytotox – reduces viability of KKLEB cystic fibrosis airway cells; 360,000 tested, 0.36% active; activity change (cytotoxicity), % at 5 µM; AID 602141; KKLEB CF airway cells viability, ATPlite luminescence, overnight; active compounds read low; cells stimulated with P. aeruginosa culture filtrate;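 active = corrected activity change at or below -50% at 5 µM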
Numbers without * were called inactive; x = not tested or not shown.

SMILES	Peg3 prom inh	TRAIL sens C8	NR2E3 ag-1	HIF-2a inh	NR2E3 ag-2	MITF TRPM1 inh	TROY NFkB inh	CF NFkB block	Shn3 3UTR inh	TWEAK-Fn14 inh	KKLEB cytotox
Clc1cccc(Sc2ccc(-c3ccccn3)s2)c1	-21	4	3	-57	-3	-12	-17	-12	-16	-2	2
O=C(NCCOc1ccc(F)cc1)C1CCN(S(=O)(=O)c2ccccc2)CC1	17	-7	1	4	17	1	11	16	9	-10	2
C[C@@H](OC(=O)N(C)Cc1ccccc1)[C@H]1O[C@]2(C)CCCC[C@H]1O2	-12	-6	7	-26	23	-45	-21	25	-13	-2	-14
Cc1ccc(C(C)NC(=O)c2c(-c3ccccc3)noc2C)cc1C (stereo not drawn)	20	4	-2	19	-40	4	-4	0	22	0	1
FC(F)Oc1ccccc1NC(=S)Nc1cccnc1	2	-1	-2	7	-28	14	0	-7	10	1	-1
Cn1c(=O)n(CC(=O)NC2CCCCC2)c(=O)c2ccccc21	2	-14	1	3	6	-7	-4	3	-18	-10	15
CCOC(=O)C1CCN(C(=O)c2cc3cc4ccc(OC)cc4nc3o2)CC1	-215	8	1	-51	-68	1	1	-2	-70	-33	4
Cc1ccc(NC(=O)C2CC(=O)N(c3ccc4c(c3)OCCO4)C2)cc1S(=O)(=O)N1CCCCCC1 (stereo not drawn)	10	20	1	9	10	21	29	0	22	37	18
NS(=O)(=O)c1ccc(NCc2ccccc2OCc2ccc(F)cc2)cc1	17	4	5	13	11	1	-3	-5	16	2	14
O=C(CC(O)c1ccncc1)c1ccccc1O (stereo not drawn)	6	-1	x	16	-27	16	-24	38	22	9	-12
CC(C)C[C@H]1CN=C(Nc2ccccc2)N1CCC1CCCC1	1	1	0	-1	4	-2	-11	6	13	4	-26
CC1CC1c1ccc(/C=C(\C#N)C(=O)Nc2cccc(Cl)c2Cl)o1 (stereo not drawn)	-131	3	3	-179	3	-21	-44	-20	-18	-11	11
CC(C)c1ccc(C2(C)NC(=O)N(CC(=O)N3CCN(C(=O)c4cccs4)CC3)C2=O)cc1 (stereo not drawn)	9	-16	3	17	-2	10	-4	12	15	-5	8
COc1cccc(OCCCn2cc(/C=C3/C(=N)N4C=C(C)SC4=NC3=O)c3ccccc32)c1	35	4	0	-22	-60	-10	10	4	23	27	-23
O=[N+]([O-])c1ccc(CSc2nnc(-c3cccnc3)o2)cc1	9	-11	x	5	-8	-2	-5	8	-3	-12	0
COCCn1c(SCC(=O)NC2CCCCC2)nc2c(c1=O)SCC2	11	4	2	12	-27	5	2	-13	-7	4	2
CCN1CCN(c2ccc(S(=O)(=O)N3CCCCC3)cc2NC(=O)Cc2ccc(OC)cc2)CC1	-1	-4	3	-8	28	-7	-5	30	2	-5	2
Cc1cc(/C=C(\C#N)C(=O)NCc2cccs2)c(C)[nH]1	-57	-5	3	-86	-2	-25	-21	-1	0	-23	2
O=C1COc2ccc(C(=O)COC(=O)c3cnc(Cl)c(Cl)c3)cc2N1	14	-4	3	16	-18	-2	14	-1	4	12	2
CCn1nc(C)c(Br)c1-c1nc(CS(=O)(=O)c2ccsc2)no1	-19	-22	0	-55	-21	x	-33	29	-9	0	-8
Cc1cc(C)cc(NC(=O)C2CC3CCC2C3)c1 (stereo not drawn)	-1	1	x	-8	-18	-2	-12	-8	-2	-30	-3
Cc1c(Cl)cccc1NC(=O)CNC(=O)CCCc1nc2ccccc2c(=O)[nH]1	9	-16	x	9	8	14	-14	7	-11	0	-2
O=C(NCc1ccccc1)c1ccc(Cl)c(S(=O)(=O)N2CCCC2)c1	-1	-5	x	2	-6	5	-1	2	4	-13	-18
CCOc1ccc(NC(=O)CSc2nnc(Cn3cnc4ccccc43)n2C)cc1	4	-5	3	-2	-5	-8	-2	-2	0	-12	7
O=C(Nc1cc2c3c(c1)CC(=O)N3CCC2)c1ccc(Br)o1	-41	6	-5	-83	3	-10	-44	10	-19	-15	-2
COCCN(CC(=O)NCC1CCCO1)C(=O)CCC(=O)Nc1ccccn1 (stereo not drawn)	-5	-4	-5	13	-22	5	7	10	-8	7	-1
O=C(NCCN1CCOCC1)C(=O)NCc1ccc2c(c1)OCO2	2	-2	2	7	-7	8	-27	1	1	-15	-6
CCC(C(=O)O)N1C(=O)/C(=C/C(C)=C/c2ccccc2)SC1=S (stereo not drawn)	12	-12	-2	20	18	-8	-6	-9	3	-7	0
CCOC(=O)Nc1c(C(=O)OC)[nH]c2cc(OC)ccc12	11	-2	0	8	-11	32	26	-18	-6	18	10
Cc1nonc1CN(C)C(=O)c1ccc(OC2CCN(C(=O)c3cccnc3)CC2)cc1	17	10	-6	13	-34	9	15	-4	-11	5	10
COc1ccc(CCC(=O)NCc2cccc(C(F)(F)F)c2)cc1	14	-18	0	11	-7	8	-1	1	8	2	7
CC(=O)C1=CCC(c2ccc(Cl)cc2)N(S(=O)(=O)c2ccccc2)C1 (stereo not drawn)	7	14	x	9	-24	x	8	9	7	16	-29
Cc1ccc(C(=O)O)cc1NC(=O)Nc1cccc2ccccc12	25	-16	0	7	-5	-3	33	28	10	-7	-11
COc1cccc(CNC(=O)CCS(=O)(=O)c2ccc3c(c2)oc(=O)n3C)c1	12	20	1	10	16	8	7	0	-17	1	13
Cc1onc(-c2c(Cl)cccc2Cl)c1C(=O)NC(=S)Nc1sc2c(c1C(N)=O)CCC(C)C2 (stereo not drawn)	16	2	-2	8	21	10	-11	-16	-13	-35	1
C=CCn1c(C(C)C)nc2ccccc21	8	1	2	7	27	17	4	-4	17	2	10
CCOCCCNC(=O)c1ccc2c(c1)ncn2-c1ccc(CC)cc1	4	4	-2	-11	-4	7	2	-29	12	6	18
CC(=O)N1N=C(c2ccc(C)cc2)OC1c1ccc(C)cc1 (stereo not drawn)	-25	-10	0	-81	-10	-19	-48	-1	-22	3	8
CCCCc1ccc(NC(=O)CSCc2cc(=O)[nH][nH]2)cc1	-2	-10	2	4	-12	11	-21	-9	-4	3	26
O=C(Nc1cc(Br)ccc1O)c1cc(-c2ccco2)on1	-130	-3	8	-161	-4	-53	1	16	4	19	-4
COc1ccc(NC(=O)c2cc(-c3cc(F)ccc3OC(C)C)n[nH]2)c(OC)c1	13	-16	x	-3	-53	x	-12	11	-8	0	-7
O=C(Nc1nc(-c2ccccc2)cs1)c1cccc(S(=O)(=O)N2CCN(Cc3ccccc3)CC2)c1	-2	-4	-1	3	3	-6	13	-17	36	7	-2
COCCNc1cc(C)nc2c(-c3ccccc3OC)c(C)nn12	-3	5	4	4	2	19	2	-2	15	7	-3
CN1C(=O)C(C)(C)c2cc(S(=O)(=O)N3CCN(c4ccccc4F)CC3)ccc21	3	5	5	4	0	10	7	18	25	-9	-3
COc1cc(C(=O)NCC(=O)NCCSc2ccc(Br)cc2)cc(OC)c1OC	23	-6	0	4	20	3	23	13	9	-3	-10
CCN(CC(=O)NCc1ccc(F)cc1)C(=O)/C=C/c1cccs1	-8	-2	3	8	22	1	-9	16	2	18	3
COCCn1c(C)cc(C(=O)COC(=O)Cc2n[nH]c(=O)c3ccccc23)c1C	-175	4	x	-145	-12	-39	-23	1	-26	-21	-10
CN1c2ccccc2-c2ccccc2S1(=O)=O	0	2	x	1	-2	-11	-8	12	-15	-3	-6
CC(=O)NC12CC3CC(C1)CC(C(=O)Oc1ccc(N(C)S(=O)(=O)c4cc(C)ccc4C)cc1)(C3)C2	9	9	6	9	-9	7	37	13	9	-4	-12
COc1ccccc1C1C(C#N)=C(N)Oc2c1oc(CO)cc2=O (stereo not drawn)	-6	-9	-1	20	13	12	5	-14	9	5	-11
COc1cccc(C2=NOC(C(=O)N3CCc4ccccc4C3)C2)c1 (stereo not drawn)	-24	7	-1	-64	-43	2	-4	2	-6	-2	-13
CC(C)C[C@@H](COc1ccccc1)N1CCN(C)CCC1=O	-3	-2	5	7	-10	-1	-1	-2	-10	2	9
COc1ccc(NC(=S)c2ccncc2)cc1	4	4	-2	-11	10	6	4	-24	12	13	19
Cc1csc(SCCn2c(N3CCOCC3)nc3c2c(=O)[nH]c(=O)n3C)n1	2	-8	4	-4	-37	x	7	3	-9	-8	-1
Cn1c(=O)n(C)c2cc(CNC(=O)[C@H]3O[C@@H](n4cnc5c(N)ncnc54)[C@H](O)[C@@H]3O)ccc21	19	21	x	11	-2	x	-10	-8	-3	-6	-22
Cc1cc(C)c(CN2CCN(CCCn3ccc(NC(=O)OCc4ccccc4)nc3=O)CC2)c(C)c1	24	8	x	18	-14	15	9	-7	19	19	-12
CCOC(=O)c1c(NC(=O)CSc2c[nH]c3ccccc23)sc2c1CCCC2	35	13	-1	5	-13	x	34	9	-21	23	6
Cc1ccc(C)c(N2CCN(CCN3CCCCC3)CC2)c1	-14	-1	4	12	-16	-9	-2	1	1	9	-2
O=S(=O)(N/N=C\c1ccccc1O)c1ccc(Cl)cc1	30	2	x	10	-6	0	-53	-36	-15	-28	17
O=C(Nc1ccccc1C(=O)N1CCCC1)c1ccc(Cl)c([N+](=O)[O-])c1	-5	-14	2	12	7	-2	-28	-5	-5	20	0
(cont.)
SMILES	Peg3 prom inh	TRAIL sens C8	NR2E3 ag-1	HIF-2a inh	NR2E3 ag-2	MITF TRPM1 inh	TROY NFkB inh	CF NFkB block	Shn3 3UTR inh	TWEAK-Fn14 inh	KKLEB cytotox
Cc1cc2c(=O)[nH]cnc2s1	16	-9	3	14	-21	-7	-14	-10	4	4	4
CCOC(=O)[C@@H]1[C@H]2COc3cc(OC)ccc3[C@@H]2N2C(=O)N(c3cccc(C)c3)C(=O)[C@]12C	4	-16	x	1	0	-2	-10	-18	-14	-14	-9
CCOC(=O)N/N=C/c1cc(C)n(-c2ccccc2)c1C	-113	1	4	-144	-7	-54	-20	0	0	-7	7
Cc1nc(CNS(=O)(=O)c2cccnc2)cs1	-7	-15	0	3	5	-13	-10	-3	-13	13	6
CC(CCc1ccccc1)NCC(O)c1cccc([N+](=O)[O-])c1 (stereo not drawn)	18	0	-6	5	-11	-3	11	-5	6	-4	1

Two entries picked at random from the list so far, as already listed:
SMILES	Peg3 prom inh	TRAIL sens C8	NR2E3 ag-1	HIF-2a inh	NR2E3 ag-2	MITF TRPM1 inh	TROY NFkB inh	CF NFkB block	Shn3 3UTR inh	TWEAK-Fn14 inh	KKLEB cytotox
NS(=O)(=O)c1ccc(NCc2ccccc2OCc2ccc(F)cc2)cc1	17	4	5	13	11	1	-3	-5	16	2	14
CCCCc1ccc(NC(=O)CSCc2cc(=O)[nH][nH]2)cc1	-2	-10	2	4	-12	11	-21	-9	-4	3	26

One compound at a time (already shown). Order of screens: Peg3 prom inh | TRAIL sens C8 | NR2E3 ag-1 | HIF-2a inh | NR2E3 ag-2 | MITF TRPM1 inh | TROY NFkB inh | CF NFkB block | Shn3 3UTR inh | TWEAK-Fn14 inh | KKLEB cytotox
`CCOC(=O)N/N=C/c1cc(C)n(-c2ccccc2)c1C` in the list: -113 | 1 | 4 | -144 | -7 | -54 | -20 | 0 | 0 | -7 | 7
`CC(CCc1ccccc1)NCC(O)c1cccc([N+](=O)[O-])c1` (stereo not drawn) in the list: 18 | 0 | -6 | 5 | -11 | -3 | 11 | -5 | 6 | -4 | 1

Assay outcomes (PubChem BioAssay)

These rows are one share of the data. The share of hits here may be higher or lower than overall.
